Screening results (PubChem)
IkB sig inh – IkB Signaling; ABC-DLBCL IkBa-CBG/CBR dual luciferase ratio, 4 h; response scale: scaled: untreated 0%, proteasome inhibitor 100%; Potency, µM (titrated, usually from 57.1 µM), without a hit: at the top dose IkBa stabilization activation; actives 0.04% (n = 110,000); AID 445, 2006; active means well fitted curve in the direction sought with a large enough effect in the signal ratio, not every such curve was filed as active; inconclusive means small, poorly fitted or top-dose-only effect, or a change in a side signal; the % refers to the signal ratio;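 further: the direction sought is a rising ratio; 0% = basal untreated cells and 100% = reference inhibitor full response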
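Curves were fitted separately to fusion (green), unfused (red) and ratio luminescence, then classed by r2, magnitude and activity. Cells: OCI-Ly3, 4 h compound plus doxycycline at 37C; 10 uM MG-132 defined full response.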
p53ts 39C tox – qHTS Screen for Compounds that Selectively Target Cancer Cells with p53 Mutations: Cytotoxicity of p53ts Cells at the Nonpermissive Temperature; H1299-p53A138V viability at 39C, ATP luminescence, 24 h; Potency, µM (titrated, usually from 46.1 µM), inactives show at the highest dose activity change, negative = cell killing, most hits filed as cytotoxic; actives 1.5% (n = 130,000); AID 902, 2007; further: nearly all actives have a fitted effect of over 55% in size
p53ts 32C tox – qHTS Screen for Compounds that Selectively Target Cancer Cells with p53 Mutations: Cytotoxicity of p53ts Cells at the Permissive Temperature | H1299-p53A138V at 32C, ATP luminescence viability, 24 h | Potency, µM (titrated, usually from 46.1 µM), without a hit: at the top dose activity change, negative = cytotoxicity, usual class: cytotoxic | actives 0.93% (n = 130,000);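 further: 0% = DMSO and -100% = full killing by reference compound; nearly all actives have a fitted effect of over 55% in size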
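Cells: H1299 p53ts (A138V), 600/well, pre-incubated 16–30 h at 37C. Cpd up to 46 uM, 24 h, 32C. Readout: ATPlite luminescence, 20 min RT. Normalization: DMSO vs tamoxifen 100 uM. AC50 by Hill equation.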
Peg3 imprint – qHTS Assay for Compounds that Induce Erasure of Genomic Imprints; actives 0.02% (n = 110,000); mouse ES Peg3-LacZ reporter, beta-gal luminescence, 40 h; Potency, µM (doses to about 60.7 µM), without a hit: top-dose activity change, positive = activation, hits mostly activators;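 further: 0% = negative control wells on the plate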
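Gelatin-coated wells received 300 freshly trypsinized female ES cells with a Peg3LacZ-Neo reporter on the maternal allele, then incubated 40 hours at 37C. BetaGlo was added for 5 minutes at room temperature before a single luminescence read.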
Numbers without * were called inactive; ? = inconclusive; nt = not tested or not shown; [ ] = remark or other dose. Unless noted, the call rests on the fitted dose curve; in most records, active means well fitted curve in the direction sought with a large enough effect; inconclusive means small, poorly fitted or top-dose-only effect, or another doubt; inactive means no such curve, though single readings can be large; an effect the other way counts as inactive or inconclusive. Unless noted, on the % scale 0 is the no-effect control and ±100 the full control effect; potency means the concentration at half of the fitted maximal effect.

item	Molecule	IkB sig inh	p53ts 39C tox	p53ts 32C tox	Peg3 imprint
1	CC(C)OCCCN(C)C1CCN(S(=O)(=O)c2csc(C(N)=O)c2)CC1	-1.8%	-10%	-8%	8%[10.9 µM]
2	CCOc1ccc(Br)cc1C1NC(=O)c2c(sc3c2CCN(C)C3)N1 (stereo not drawn)	3.1%	11%	2%	-7%[10.9 µM]
3	CCOC(=O)C(NC(=O)CC)(Nc1sc2c(c1C(=O)OC)CCN(C)C2)C(F)(F)F (stereo not drawn)	1.4%	-5%	-1%	-20%
4	COC(=O)c1cccc(Nc2nn3c(=O)c4cc5c(cc4nc3s2)OCO5)c1	?	-27%	-10%	-8%[10.9 µM]
5	Cc1ccccc1Cn1c(=O)n(CC2CCC(C(=O)N3CCOCC3)CC2)c(=O)c2sccc21 (stereo not drawn)	-0.6%	-26%	-1%	11%[10.9 µM]
6	COCCN(CC(=O)NC1CCCCC1)C(=O)CSc1nc2ccccc2o1	1.0%	5%	4%	-8%
7	CCC(=O)N1c2ccccc2CC1C(=O)NCCCN1CCN(c2ccc(F)cc2)CC1 (stereo not drawn)	-0.3%	-21%	-1%	-13%[10.9 µM]
8	Cc1ccccc1C(=O)Oc1ccccc1C(=O)N1CCOCC1	nt	-4%	-8%	nt
9	O=C(O)CCC/C=C\C[C@@H]1CO[C@H](C(F)(F)F)O[C@@H]1c1ccccc1O	0.1%	8%	-8%	-8%
10	CCc1cccc(NC(=O)Cn2cc(C(=O)c3ccncc3)c(=O)c3cc(C)c(C)cc32)c1	?	-1%	5%	-8%[10.9 µM]
11	CCC1=C(c2ccc(C)cc2)S(=O)(=O)N=C1N1CCC(C(=O)NCc2ccccc2Cl)CC1	?	-1%	-2%	-15%[10.9 µM]
12	CC(=O)c1ccc(NC(=O)Cn2ncc3c4ccccc4n(Cc4ccccc4)c3c2=O)cc1	3.3%	-20%	-2%	-8%[10.9 µM]
13	CCN(Cc1ccccc1)C(=O)Cn1c(=O)n(-c2ccccc2)c(=O)c2c1c1cc(C)ccc1n2C	0.1%	-25%	-4%	-7%[10.9 µM]
14	COc1ccccc1N1CCN(C(=O)c2cc(-c3ccc(F)cc3)on2)CC1	?	-6%	6%	-4%[10.9 µM]
15	Cc1c(C)n(Cc2ccc(Cl)cc2)c2ccc(C(=O)NCCc3ccc(S(N)(=O)=O)cc3)cc12	2.3%	17%	17%	-16%[10.9 µM]
16	COc1cc(NC(=O)Cn2ccn(-c3cc(C)cc(C)c3)c(=O)c2=O)cc(OC)c1	?	-24%	-11%	-13%[10.9 µM]
17	COc1ccc(-n2nnnc2Sc2ccc(S(=O)(=O)N3CCOCC3)cn2)cc1	-0.3%	-8%	-9%	-10%
18	CC(Oc1ccc(Cl)cc1Cl)C(=O)Nc1ncccn1 (stereo not drawn)	-4.5%	-22%	-22%	-10%
19	CC(C)NC(=O)N1CCN(S(=O)(=O)c2ccc3c(ccn3C)c2)CC1	-0.5%	-17%	8%	-9%[10.9 µM]
20	COCCNc1nc(-c2cccc(NS(C)(=O)=O)c2)nc2ccccc12	-6.5%[11.4 µM]	-13%	6%	-12%
21	CCS(=O)(=O)N1CCCC(C(=O)NCCOC)C1 (stereo not drawn)	1.6%	-22%	-10%	-3%[10.9 µM]
22	O=C(CCc1nc(-c2ccccc2F)no1)NCCN1CCc2ccccc2C1	1.2%	-4%	-10%	-25%
23	CCOc1ccc(-c2nnc(SCC(=O)NCCc3ccc(OC)c(OC)c3)nc2-c2ccc(OCC)cc2)cc1	?	-17%	0%	15%[10.9 µM]
24	CCOc1ccc(CNC(=O)CCn2c(=O)c3cccn3c3ccc(F)cc32)cc1	-0.4%	?	1%	-11%[10.9 µM]

In the list so far, these contain an aryl thioether with sulfur outside any ring.
item	Molecule	IkB sig inh	p53ts 39C tox	p53ts 32C tox	Peg3 imprint
6	COCCN(CC(=O)NC1CCCCC1)C(=O)CSc1nc2ccccc2o1	1.0%	5%	4%	-8%
17	COc1ccc(-n2nnnc2Sc2ccc(S(=O)(=O)N3CCOCC3)cn2)cc1	-0.3%	-8%	-9%	-10%
23	CCOc1ccc(-c2nnc(SCC(=O)NCCc3ccc(OC)c(OC)c3)nc2-c2ccc(OCC)cc2)cc1	?	-17%	0%	15%[10.9 µM]

Additional compounds.
item	Molecule	IkB sig inh	p53ts 39C tox	p53ts 32C tox	Peg3 imprint
25	O=C(CSc1nc(-c2ccco2)cc(C(F)(F)F)n1)Nc1ccccc1C(F)(F)F	nt	-4%	-19%	nt
26	CC1(C)CC(CC(=O)Nc2ccccn2)C(=O)O1 (stereo not drawn)	0.3%	3%	5%	-7%
27	O=C(Nc1ncccn1)c1cccs1	7.4%	-18%	-9%	-37%[inhibitor]
28	CCOC(=O)c1ccc(NC(=O)c2cccc(S(=O)(=O)N3CCOCC3)c2)cc1	?	-11%	?	-20%
29	Cc1ccc(CCNC(=O)c2ccc(Cn3c(=O)c4cccn4c4cccnc43)cc2)cc1	?	?	?	-6%[10.9 µM]
30	Cc1ccc(-c2noc(-c3ccccc3C(=O)N3CCN(C)CC3)n2)cc1	-2.1%	-1%	1%	-16%
31	CCOc1ccccc1Nc1nc2c(S(=O)(=O)c3ccc(C)cc3)nnn2c2ccsc12	-1.8%	-4%	4%	-9%[10.9 µM]
32	Cc1cc(NC(=O)CSc2nc3ccccc3c(=O)n2Cc2ccccc2)no1	0.0%	-18%	0%	-12%
33	CCOC(=O)c1c(C)[nH]c(C)c1S(=O)(=O)N(C)CC(=O)N1CCN(c2ccccc2OC)CC1	-1.5%	40%[activator]	31%[activator]	-4%[10.9 µM]
34	CCNc1nc(OCCNS(=O)(=O)c2cc(C)ccc2C)nc(N(C)C)n1	-0.1%	-3%	5%	-15%
35	CCOC(=O)N1CCN(C(=S)NC(C)(C)C)CC1	nt	19%	-3%	nt
36	COc1cccc2sc(NC(=O)c3ccc4c(c3)OCCO4)nc12	?	5µM*	?	-16%[10.9 µM]
37	COC(=O)CNC(=O)C1(C)C=CC2(CCCCC2)N1C(C)=O (stereo not drawn)	nt	-5%	7%	5%
38	Cc1ccn2c(=O)cc(CSc3nnc(NC(=O)c4ccccc4Cl)s3)nc2c1	-1.3%	-7%	-3%	-13%[10.9 µM]
39	Cc1csc(NC(=O)C2CCC(C)(C(=O)O)C2(C)C)n1 (stereo not drawn)	3.1%	11%	36%[activator]	3%
40	Cc1nn(C)cc1CNC(=O)COc1ccc(Cl)cc1Cl	nt	13%	10%	nt
41	CCC(=O)c1ccc(OCC(=O)N2CCc3cc(OC)c(OC)cc3C2)cc1	0.7%	-1%	-3%	-11%
42	CC(C)CC(c1nnnn1C1CCCC1)N1CCN(c2ccccc2F)CC1 (stereo not drawn)	1.8%	-1%	6%	nt
43	O=C(Nc1ccc2nn(-c3ccccc3)nc2c1)c1cccnc1	2.0%	-18%	-8%	-20%
44	Cc1ccnc(SCCn2c(Br)nc3c2c(=O)[nH]c(=O)n3C)n1	-0.6%	9%	8%	-5%
45	CC(=NCc1ccc2c(c1)OCO2)C1=C(O)c2ccccc2C1=O	0.9%	-4%	-12%	-7%
46	CCN(CC)CCCNC(=O)c1sc2nc(-c3ccc(F)cc3)cn2c1C	-0.3%	5%	-7%	-14%
47	O=c1c(CCc2ccccc2)nc2cncnc2n1Cc1ccccc1	0.3%[11.4 µM]	-2%	19%	-13%
48	O=C(Nc1ccc(F)c(F)c1)C1CCCN1S(=O)(=O)c1cccc2nsnc12 (stereo not drawn)	-0.2%	-7%	3%	-10%[10.9 µM]
49	COc1ccccc1NC(=O)C1=C(C)Nc2nc(SCc3ccccc3)nn2C1c1cccs1 (stereo not drawn)	?	13%	-9%	-14%[10.9 µM]
50	COc1ccc(C2=NOC(C(=O)NCc3ccc(F)cc3)C2)cc1 (stereo not drawn)	3.4%	-29%	-1%	-8%
51	COc1ccc(OC)c(CNC(=O)c2cnc3c(C)cccn3c2=O)c1	1.4%	-17%	15%	-8%[10.9 µM]
52	CC(=O)NC12CC3CC(C1)CC(C(=O)OCC(=O)Nc1ncc(Cl)cc1Cl)(C3)C2	0.9%	-5%	-1%	-6%
53	Cc1c(NC(=O)C(C)(C)Oc2ccc(Cl)cc2)cccc1-c1nc2ncccc2o1	?	-14%	5%	4%[10.9 µM]
54	O=C(CSc1cccc2cccnc12)N1CCCC1	4µM*	-14%	2%	-36%[inhibitor]
55	Cc1cccc(NC(=O)CN2C(=O)COc3ccc(Cl)cc32)c1	?	6%	-2%	5%
56	CCOc1ccc2c(c1)c1nnc(SCC3CCCO3)nc1n2C (stereo not drawn)	-2.0%	2%	4%	-9%
57	Cn1cccc1Cc1nnc(SCC(=O)NCc2ccccc2Cl)n1-c1ccc(F)cc1	0.0%	-6%	4%	-12%
58	CCc1ccc2nc(N(Cc3cccnc3)C(=O)c3ccc(C#N)cc3)sc2c1	1.2%	-17%	1%	11%[10.9 µM]
59	Cc1cc(C)cc(N(CC(=O)NCc2ccco2)C(=O)c2snc(C(N)=O)c2N)c1	nt	-2%	5%	nt
60	CCOC(=O)C1CCN(S(=O)(=O)c2c(C)n(C)c(=O)n(C)c2=O)CC1	1.9%	11%	1%	-5%
61	COc1ccc(NC(=O)c2ccc3snnc3c2)cc1	nt	-28%	-22%	nt
62	CCSc1ncc(Cl)c(C(=O)Nc2c(C(=O)Nc3ccc(Cl)cc3)oc3ccccc23)n1	-0.3%	-11%	9%	16%[10.9 µM]
63	CN(C)CCN(Cc1ccc(Cl)cc1)c1ccccn1	-1.9%[25.6 µM]	-10%[20.6 µM]	-12%[20.6 µM]	2%[16.8 µM]
64	O=C(Cc1ccc(F)cc1)NCCc1csc(-c2ccc(C(F)(F)F)cc2)n1	-2.7%	20µM*	5%	12%[10.9 µM]
65	CCOc1ccccc1NC(=O)c1c(NC(=O)COc2ccc(Cl)cc2)sc2c1CCCCC2	6.1%	17%	8%	-1%[10.9 µM]
66	Cc1c(C(=O)Nc2nc(-c3ccc(F)cc3)ns2)oc2ccc(Br)cc12	-0.5%	-8%	7%	-10%[10.9 µM]
67	COC(=O)c1[nH]c2ccccc2c1NC(=O)CN1CCCCCC1	0.8%	7%	-4%	-13%
68	CN(C)c1nc2ccccc2c(N)c1-c1ccccc1	-1.6%	-3%	-14%	-6%
69	Cc1ccc2nc(Cc3ccc(N)cc3)oc2c1	0.0%	-17%	-6%	-20%
70	CCC(C)NC(=O)CCSc1nc(-c2ccc(OC)cc2)cc(C(F)(F)F)n1 (stereo not drawn)	-4.2%	38%[activator]	-1%	23%[10.9 µM]
71	CO[C@H]1C[C@@H](O[C@@H]2[C@H](C)[C@H](O[C@@H]3O[C@@H](C)C[C@@H](N(C)C)[C@@H]3O)[C@H](C)C[C@]3(CO3)C(=O)[C@H](C)[C@H](O)[C@H](C)[C@H](C)OC(=O)[C@@H]2C)O[C@@H](C)[C@H]1O	-0.3%[25.6 µM]	5%[20.6 µM]	-4%[20.6 µM]	-8%[16.8 µM]
72	Cc1ccc(C)c(C(=O)CSc2nnnn2-c2cccnc2)c1	7.6%	2%	-18%	-8%
73	CCOc1ccc(-c2cc(NC(=O)Cn3ncc4c3-c3ccccc3OC4)on2)cc1OCC	9.0%	-12%	?	-25%
74	Cc1cc(SCC(=O)N2CCCC2)nc2ccccc12	-2.7%	-5%	-7%	3%
75	Cc1ccc(S(=O)(=O)N(C)CC(=O)N2CCCC2)cc1	nt	6%	3%	nt
76	Cc1cc(C)c(Cn2c3ccccc3c3cnn(CC(=O)N4CCCCC4)c(=O)c32)c(C)c1	?	1%	9%	-9%[10.9 µM]

Single records (already shown).
COc1cccc2sc(NC(=O)c3ccc4c(c3)OCCO4)nc12 is listed with IkB sig inh = ?; p53ts 39C tox = 5µM*; p53ts 32C tox = ?; Peg3 imprint = -16%[10.9 µM]
CC(C)CC(c1nnnn1C1CCCC1)N1CCN(c2ccccc2F)CC1 (stereo not drawn) is listed with IkB sig inh = 1.8%; p53ts 39C tox = -1%; p53ts 32C tox = 6%; Peg3 imprint = nt
